Source: PubChem BioAssay (Sanford-Burnham Center for Chemical Genomics)
mIAP block – mouse IAP inhibition | purified mouse IAP, CDP-Star luminescence, 30 min | inhibition, % at 10 µM | 0.2% of 330,000 active;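 active = inhibition of at least 40% at 10 µM in the primary screen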;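 also: plate controls were DMSO with enzyme for no effect and no enzyme wells for full effect; values of inactives mirror those of a sister screen read the other way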
hIAP activ – human IAP activation; P09923; activation factor at 10 µM; purified human IAP, CDP-Star luminescence, 30 min; active compounds read high; 1 = vehicle-only enzyme, 0 = enzyme-free background; 0.16% of 330,000 active; AID 2524;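 active = activation factor of the enzyme at least 2-fold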; also: the source names both 10 and 20 µM as test concentration; values of inactives mirror those of a sister screen read the other way
Target sequence (P09923 whole entry, looked up): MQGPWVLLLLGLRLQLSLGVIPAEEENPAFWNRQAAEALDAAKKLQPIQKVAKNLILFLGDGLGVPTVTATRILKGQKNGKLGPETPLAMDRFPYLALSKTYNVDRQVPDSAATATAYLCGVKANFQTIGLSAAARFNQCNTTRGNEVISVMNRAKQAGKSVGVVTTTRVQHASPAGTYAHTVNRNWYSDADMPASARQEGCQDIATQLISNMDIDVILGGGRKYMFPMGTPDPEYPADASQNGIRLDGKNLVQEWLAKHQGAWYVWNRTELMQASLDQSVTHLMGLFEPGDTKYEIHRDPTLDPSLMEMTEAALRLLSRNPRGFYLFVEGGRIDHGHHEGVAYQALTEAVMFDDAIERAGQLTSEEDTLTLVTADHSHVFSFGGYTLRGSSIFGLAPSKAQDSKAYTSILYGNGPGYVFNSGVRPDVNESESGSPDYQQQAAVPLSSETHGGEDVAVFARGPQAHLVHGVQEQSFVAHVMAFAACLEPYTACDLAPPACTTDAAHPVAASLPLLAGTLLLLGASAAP
hIAP block – human IAP inhibition | purified IAP, CDP-Star luminescence, 30 min | 0.12% of 330,000 active | P09923 | inhibition, % at 10 µM;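 active = inhibition reaching a set limit with compound at 10 µM in the primary screen, cut at about 35% in these data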;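 also: plate controls were DMSO wells with enzyme for no effect and no-enzyme buffer wells for full effect; values of inactives mirror those of a sister screen read the other way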
mIAP activ – increases mouse intestinal alkaline phosphatase activity; muIAP, CDP-Star luminescence, 30 min; active compounds read high; 1 = vehicle-only enzyme signal, 0 = enzyme-free wells; 0.24% of 330,000 active; AID 2805; activation factor at 10 µM;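 active = activation factor of at least 2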; also: the source names both 10 and 20 µM as test concentration; values of inactives mirror those of a sister screen read the other way
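Assay system: mouse IAP enzyme / Compound: DMSO-dissolved test compounds / Timing: 30 min, room temperature / Measured by: luminescence from enzymatic CDP-Star hydrolysis / Control set: DMSO-only wells, enzyme-free buffer wells as negative control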
APOBEC3G inh – blocks human APOBEC3G single-stranded DNA deamination | Q9HC16 | AID 493012 | recombinant A3G, ssDNA deamination FAM/TAMRA fluorescence | inhibition, % at 20 µM | 0.28% of 330,000 active;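 active = inhibition of at least 40% at 20 µM, with no more than 30% in the related APOBEC3A deaminase screen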;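 also: plate controls were DMSO wells with A3G for no effect and wells lacking A3G enzyme for full effect; some compounds called inactive have numbers as strong as hits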
GRIN3A LBD mod – modulates the human NR3A ligand-binding domain | NR3A LBD differential scanning fluorimetry, Tm shift; 0% = protein alone, 100% = glycine-bound protein | Tm shift relative to glycine control, % at 25 µM | 2.5% of 340,000 active;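 active = melting temperature shift of at least 10% of the positive control shift, at one fixed dose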
MPTP inh – permeability transition pore inhibition; isolated mouse mitochondria, Ca2+ swelling absorbance, 30 min; inhibition, % at 10 µM; 1.4% of 360,000 active;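 active = inhibition of 50% or more, scaled per plate between neutral and stimulator controls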;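 also: 0% = DMSO wells given calcium and 100% = 1 mM EGTA wells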
APOBEC3A inh – blocks human APOBEC3A ssDNA deamination; AID 493011; recombinant A3A, FAM/TAMRA ssDNA deamination fluorescence; P31941; 0.41% of 330,000 active; inhibition, % at 20 µM;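 active = at least 40% inhibition at 20 µM here, with at most 30% in a related deaminase screen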;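 also: plate controls were A3A with DMSO for no effect and wells lacking A3A enzyme for full effect; some results filed as inactive read as strong as hits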
Target sequence (P31941 whole entry, looked up): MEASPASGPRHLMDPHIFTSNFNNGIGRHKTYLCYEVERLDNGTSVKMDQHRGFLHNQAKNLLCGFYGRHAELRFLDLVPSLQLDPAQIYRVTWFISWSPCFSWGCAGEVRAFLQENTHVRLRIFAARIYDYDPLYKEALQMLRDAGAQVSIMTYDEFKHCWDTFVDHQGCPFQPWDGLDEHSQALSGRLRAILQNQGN
MIN6 prolif – MIN6 beta-cell proliferation induction | MIN6 cells proliferation, ATPlite luminescence, 48 h; cells starved in 0.2% serum; 100% = growth in 10% serum | proliferation, % at 10 µM | 0.29% of 330,000 active;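 active = compounds whose signal lies at least 3.5 SD above the mean of all wells on their plate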;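 also: 0% = DMSO-treated cells in low-serum medium and 100% = 10% serum control; some compounds called inactive have numbers as strong as hits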
* marks the source's active call; other numbers are inactive results.

1	CN1Cc2c(N3CCOCC3)nc3sc(C(=O)c4ccc(Br)cc4)c(N)c3c2CC1(C)C
2	CN(C)S(=O)(=O)N(CCN1CCOCC1)Cc1ccccc1F
3	Nc1cccc2c1C(=O)N(CCOc1ccc(F)cc1)C2=O
4	C=C(C)Cn1c(=O)c2c(nc3n2CCCN3Cc2ccccc2)n(C)c1=O
5	O=C(Cn1nc(-c2ccccc2)nc1-c1ccccc1)N1CCOCC1
6	Cc1ccc(F)cc1NC(=O)c1ccc(NS(=O)(=O)c2ccc(Br)s2)cc1
7	Cc1cccc(C(=O)OCC(=O)c2c(N)n(CC(C)C)c(=O)n(C)c2=O)c1[N+](=O)[O-]
8	O=C(NC1CCN(Cc2ccccc2)CC1)c1ccccc1F

Screen / compound no.	1	2	3	4	5	6	7	8
mIAP block	14	-5	-18	6	-4	10	2	-19
hIAP activ	0.97	1.1	1.2	1.1	1.1	0.93	1.2	1.1
hIAP block	3	-15	-16	-12	-9	7	-16	-14
mIAP activ	0.86	1.1	1.2	0.94	1	0.9	0.98	1.2
APOBEC3G inh	-8	-4	0	-6	-6	-6	-8	-8
GRIN3A LBD mod	-6	0	3	-3	-2	16*	-10	-1
MPTP inh	-7.5	0.1	-0.6	1.2	0.2	-4.5	-2.1	-0.2
APOBEC3A inh	-2	-2	2	-7	0	-4	1	3
MIN6 prolif	-4	-3	0	2	-1	0	-3	-1

Entries by screen from the list.
mIAP activ for entries 2–7, in order: 1.1, 1.2, 0.94, 1, 0.9, 0.98
mIAP block for entries 2–7, in order: -5, -18, 6, -4, 10, 2
GRIN3A LBD mod for entries 2–7, in order: 0, 3, -3, -2, 16*, -10

Next section
9	Cc1oc(-c2ccc(Cl)cc2)nc1CN1CCC(C(=O)NCCCN2CCCC2=O)CC1
10	O=C(NCCCN1CCCC1)C1CCN(C(=O)c2cc3sccc3n2Cc2ccc(F)cc2)CC1
11	CN(C)CCCNS(=O)(=O)c1cc(Cl)ccc1Cl
12	COc1cc(CNC2CCCCCC2)cc(OC)c1OC
13	Cc1ccc(N/N=C2\CCS(=O)(=O)c3sccc32)cc1
14	COc1ccc(C2C(C(C)=O)=C(O)C(=O)N2CCO)c(OC)c1 (stereo not given)
15	CC(C)C1CC(O)(C2(O)CCCCC2)ON1 (stereo not given)
16	Cc1ccc(C)c(NC(=O)C2CCCN2C(=O)OC(C)(C)C)c1 (stereo not given)

Screen / compound no.	9	10	11	12	13	14	15	16
mIAP block	-9	-27	-1	0	0	1	0	-12
hIAP activ	0.92	0.95	1.1	1	1.1	1.4	0.91	0.9
hIAP block	8	5	-14	-4	-8	-40	9	10
mIAP activ	1.1	1.3	1	1	1	0.99	1	1.1
APOBEC3G inh	-6	-2	3	-3	45*	-7	-3	-1
GRIN3A LBD mod	2	11*	0	6	-9	0	1	4
MPTP inh	-1.3	0.5	0.0	1.3	-0.9	-0.2	0.3	-1.1
APOBEC3A inh	-3	1	5	0	-6	-7	-1	5
MIN6 prolif	-3	-4	-4	0	-3	-1	1	0

Full records from above. Values in the order: mIAP block | hIAP activ | hIAP block | mIAP activ | APOBEC3G inh | GRIN3A LBD mod | MPTP inh | APOBEC3A inh | MIN6 prolif
`CN(C)CCCNS(=O)(=O)c1cc(Cl)ccc1Cl` in the list: -1 | 1.1 | -14 | 1 | 3 | 0 | 0.0 | 5 | -4
`Cc1ccc(N/N=C2\CCS(=O)(=O)c3sccc32)cc1` in the list: 0 | 1.1 | -8 | 1 | 45* | -9 | -0.9 | -6 | -3

Next part
17	CCN1CCCC1CNC(=O)c1cc(NC(C)=O)c(N(C)C)cc1OC (stereo not given)
18	CNc1ccccc1
19	O=C(NC1CCc2ccccc21)C1CCN(S(=O)(=O)c2ccc(Cl)cc2)CC1 (stereo not given)
20	Fc1ccc(N2CCN(c3ncnc4c3nnn4Cc3ccccc3Cl)CC2)cc1
21	CC(=O)/C(C#N)=C1\NC(=O)C(Cc2cc(Cl)ccc2Cl)S1 (stereo not given)
22	CCO[C@@H]1OC(C(=O)NCc2ccccc2)=C[C@H](C2CCCCC2)[C@H]1CCCO
23	Cc1cccc(CCNC(=O)c2cccc(NC3=NC4CS(=O)(=O)CC4S3)c2)c1 (stereo not given)
24	O=C(NCCc1nnc2ccc(NCc3cccnc3)nn12)c1ccccc1F

Screen / compound no.	17	18	19	20	21	22	23	24
mIAP block	-1	-4	-23	15	21	7	-1	2
hIAP activ	0.89	0.97	1	0.94	1	0.97	1	1
hIAP block	11	3	-3	6	-2	2	0	-4
mIAP activ	1	1	1.2	0.85	0.79	0.93	1	0.97
APOBEC3G inh	-2	-2	-5	-1	-6	-3	-3	1
GRIN3A LBD mod	2	0	-5	3	-2	-2	-1	-1
MPTP inh	0.0	1.1	1.9	-0.9	40	1.3	-2.1	0.8
APOBEC3A inh	-2	2	-6	-14	-2	-1	0	6
MIN6 prolif	1	0	0	-4	-1	-4	-3	2

Single entries from the results shown:
mIAP activ result of entry 23 stands at 1
hIAP block result of entry 21 stands at -2
APOBEC3G inh result of entry 20 stands at -1
GRIN3A LBD mod result of entry 19 stands at -5
MIN6 prolif result of entry 24 stands at 2
mIAP activ result of entry 22 stands at 0.93

(cont.)
25	OC(COc1ccccc1)CN(Cc1ccccc1)CC(O)COc1ccccc1 (stereo not given)
26	COc1ccc(Oc2coc3cc(OC(=O)c4cncc(Br)c4)ccc3c2=O)cc1
27	COCc1ccc(C(=O)N2CCCC(C(=O)c3ccc(Cl)cc3C)C2)o1 (stereo not given)
28	Cc1ccc(CN=C(N)Nc2nc(C)cc(C)n2)cc1
29	CCOc1ccc2[nH]c(=O)c(C(c3nnnn3Cc3ccco3)N3CCN(C)CC3)cc2c1 (stereo not given)
30	Cc1occc1-c1nnc(SCC(=O)NCc2ccc3c(c2)OCO3)n1CC(C)C
31	COc1ccccc1OCc1ccc(C(=O)N(C)c2ccccc2)o1
32	Cc1cc(NC(=O)CCN2C(=O)C3C4CCC(C4)C3C2=O)cc(C)c1Br (stereo not given)

Screen / compound no.	25	26	27	28	29	30	31	32
mIAP block	3	-2	-8	0	-5	-7	-2	-1
hIAP activ	1.2	0.89	1	1.1	0.96	1.1	1	1.2
hIAP block	-16	11	-2	-13	4	-12	0	-16
mIAP activ	0.97	1	1.1	1	1.1	1.1	1	1
APOBEC3G inh	3	2	-9	-7	-7	-1	1	-4
GRIN3A LBD mod	-4	-4	-2	-2	0	-1	-1	3
MPTP inh	0.5	-2.0	-1.2	1.8	-0.8	9.5	-0.5	-0.1
APOBEC3A inh	1	0	-6	4	-4	2	0	-1
MIN6 prolif	-8	-3	-2	-3	3	-1	-3	-5

Of the compounds above, five contain an aryl methoxy group:
12	COc1cc(CNC2CCCCCC2)cc(OC)c1OC
14	COc1ccc(C2C(C(C)=O)=C(O)C(=O)N2CCO)c(OC)c1 (stereo not given)
17	CCN1CCCC1CNC(=O)c1cc(NC(C)=O)c(N(C)C)cc1OC (stereo not given)
26	COc1ccc(Oc2coc3cc(OC(=O)c4cncc(Br)c4)ccc3c2=O)cc1
31	COc1ccccc1OCc1ccc(C(=O)N(C)c2ccccc2)o1

Screen / compound no.	12	14	17	26	31
mIAP block	0	1	-1	-2	-2
hIAP activ	1	1.4	0.89	0.89	1
hIAP block	-4	-40	11	11	0
mIAP activ	1	0.99	1	1	1
APOBEC3G inh	-3	-7	-2	2	1
GRIN3A LBD mod	6	0	2	-4	-1
MPTP inh	1.3	-0.2	0.0	-2.0	-0.5
APOBEC3A inh	0	-7	-2	0	0
MIN6 prolif	0	-1	1	-3	-3

New compounds follow:
33	O=C(NNS(=O)(=O)c1ccc(CCCl)cc1)C(O)(c1ccccc1)c1ccccc1
34	COCC(C)NC(=O)c1cc(-c2ccc(OC)c(OC)c2)on1 (stereo not given)
35	CCc1ccc(-c2ccc(C(=O)O)cc2)nc1
36	COc1cc(/C=N/Nc2nn3cnnc3c3ccccc23)cc(OC)c1OC
37	CC(=O)N(Cc1ccc2c(c1)OCO2)C1CC(=O)N(CCc2ccccc2)C1=O (stereo not given)
38	Cc1nc2cc(Cl)c(Cl)cc2n1CCCO
39	COC(=O)c1sccc1NC(=O)NC1CCCCC1
40	Cc1ccc(-c2ccc(/C=N/N=C3/NC(=O)C(CC(=O)O)S3)o2)c([N+](=O)[O-])c1 (stereo not given)

Screen / compound no.	33	34	35	36	37	38	39	40
mIAP block	-2	5	-10	8	0	-1	2	15
hIAP activ	1.2	0.83	0.94	1.2	1	1.1	1	1.1
hIAP block	-21	17	6	-17	0	-10	0	-11
mIAP activ	1	0.95	1.1	0.92	1	1	0.98	0.85
APOBEC3G inh	-8	1	-4	-1	-6	-11	-4	-3
GRIN3A LBD mod	0	1	-2	2	-1	-2	-2	2
MPTP inh	2.1	-0.1	0.3	0.2	-1.8	3.8	1.5	1.7
APOBEC3A inh	-2	1	-3	5	-2	-4	1	3
MIN6 prolif	0	-2	-1	-3	-3	1	5	-2

41	Cc1ccc2nc(SCC(=O)N3CCCCC3)nc(=O)n2c1
42	COc1cc(O)c(C(CC(=O)N2CCOCC2)c2ccc(N(C)C)cc2)c(OC)c1 (stereo not given)
43	Cc1ccc(C(=O)NCCc2ccccc2)cc1S(=O)(=O)N1CCOCC1
44	CCC(C)(C)C1CCC2(CC1)NC(=O)N(CC(=O)N1CCN(S(=O)(=O)c3cc(C)ccc3C)CC1)C2=O (stereo not given)
45	C=CCn1c(O)c2ccc(C(=O)N=NC(=O)c3ccc(F)cc3)cc2c1O
46	COc1ccc(C(=O)NCCCN(C)CCCNC(=O)c2ccc(OC)cc2)cc1
47	COc1ccc(-c2ccc3c(c2)S(=O)(=O)c2cccc(C(=O)NC4CC4)c2C3=O)cc1OC
48	CC1CCCC(C)N1C(=O)COC(=O)c1ccc([N+](=O)[O-])o1 (stereo not given)

Screen / compound no.	41	42	43	44	45	46	47	48
mIAP block	-12	10	2	4	-4	-1	12	-8
hIAP activ	1	1	1	0.86	1.1	1	0.89	1
hIAP block	-1	-1	-3	14	-5	-4	11	-2
mIAP activ	1.1	0.9	0.98	0.96	1	1	0.88	1.1
APOBEC3G inh	29	-10	0	-8	-6	-1	-8	-2
GRIN3A LBD mod	1	0	1	4	-1	1	-1	4
MPTP inh	-3.2	0.0	-1.8	1.0	-3.0	-1.2	0.6	0.1
APOBEC3A inh	2	-4	0	0	-3	0	0	5
MIN6 prolif	-5	-1	6	-5	2	-2	-1	0

49	N#CCCn1cc(CNC2CCC(O)CC2)c2ccccc21 (stereo not given)
50	O=C(NNc1nc(Nc2ccccc2)nc(N2CCOCC2)n1)Nc1ccc(Cl)cc1
51	Cc1cccc(NC(=O)c2ccc3nsnc3c2)c1C
52	CC1CCCCC1NC(=O)CN1CCN(S(=O)(=O)c2ccc(Br)s2)CC1 (stereo not given)
53	COc1cc2c(cc1OC)C1C(C(=O)Nc3ccccc3N3CCN(C)CC3)c3ccccc3C(=O)N1CC2 (stereo not given)

Screen / compound no.	49	50	51	52	53
mIAP block	-1	2	0	0	-3
hIAP activ	1.1	1.1	1	1	1
hIAP block	-14	-6	-2	-2	-5
mIAP activ	1	0.98	0.99	1	1
APOBEC3G inh	0	-1	-3	-4	-3
GRIN3A LBD mod	0	6	-2	0	-2
MPTP inh	0.5	-0.6	2.2	0.3	-1.2
APOBEC3A inh	-5	-2	0	-2	2
MIN6 prolif	0	-5	-2	7	-1
